Arrestin-AP2 inh = blocks beta-arrestin peptide binding to AP2 adaptin. inhibition, % at 10 µM. FITC-arrestin peptide / GST-AP2 beads, flow cytometry; AP2 beta2 appendage carries R879A mutation. actives 0.31% (n = 340,000);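 active means inhibition above a set limit, near 3 SD of compounds lacking own fluorescence, cut at about 54% in these data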;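 further: plate controls were DMSO wells for no effect and 5 µM unlabelled arrestin peptide for full effect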
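Assay system: GST-AP2 R879A bound to glutathione beads, E. coli-expressed; Medium: PBS with 0.05% Tween 20 and 0.1% BSA; Also added: fluorescein-tagged arrestin peptide at 50 nM final; Timing: 12 min plus 1 h, RT; Measured by: flow cytometry, FL1 (488/535 nm); Evaluation: percent drop in bead-associated FITC signal.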
V-ATPase pH = yeast V-ATPase proton transport regulation by pHLuorin; response, % at 10 µM; S. cerevisiae, pHLuorin cytosolic pH fluorescence; AID 504577; actives 0.37% (n = 350,000); in the data active means response mostly above about 7.3%, no sharp cut-off; inactive means mostly below about 5.4%; further: actives read high; inactives centre near 0; some compounds called inactive have numbers as strong as hits
CAL PDZ FP-1 = blocks peptide binding to the human CAL PDZ domain; inhibition, % at 24.9 µM; purified CAL PDZ, TMR-peptide fluorescence polarization, 1 h; actives 0.92% (n = 300,000); AID 602252;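 active means mean inhibition of at least 30% with at least half of replicates also reaching 30%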;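 further: 0% = DMSO neutral control and 100% = excess unlabeled competitor peptide PRC23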
C-LANA FP = inhibitors of KSHV LANA C-terminal domain DNA binding | inhibition, % at 9 µM | actives 0.078% (n = 340,000) | MBP-C-LANA/FAM-LBS DNA binding, fluorescence polarization | AID 504423;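 active means highest replicate inhibition at or above 60% at 9 µM, even if other replicates fall short; inactive means all replicates below 60% inhibition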;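 further: 0% = neutral control wells and 100% = 4 µM acridine orange control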
DSG3 Ab inh = blocks pemphigus antibody binding to human desmoglein-3; P32926; DSG3-coupled beads, scFv-anti-DSG3-GFP binding, flow cytometry; active compounds read low; binding (percent of control), % at 10 µM; actives 0.48% (n = 310,000);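 active means binding more than 3 SD below its plate's average and above zero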;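 further: hits lower antibody fragment binding to DSG3; some compounds called inactive have numbers as strong as hits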
CAL PDZ FP-2 = inhibitors of human CAL PDZ peptide binding; Q9HD26; purified CAL PDZ, TMR-peptide fluorescence polarization, 1 h; inhibition, % at 20 µM; actives 0.02% (n = 330,000); AID 504414;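 active means highest replicate inhibition of at least 40%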;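 further: plate controls were DMSO neutral control wells for no effect and unlabeled competitor peptide control wells for full effect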
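Test system: purified CerCALP PDZ construct; Compound dosing: one concentration, 20 µM compound; Also added: TMR-labelled reporter peptide T*-PRC34 bound in PDZ groove; Read-out: inhibition from polarization loss; Controls: unlabelled peptide and DMSO controls; Signal: FP readout, S and P plane fluorescence; Incubation: 1 h at RT.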
Cardiac RTF inh = cardiac RTF calcium desensitization. P19429+P45379. AID 493244. actives 0.12% (n = 340,000). inhibition, % at 7.15 µM. IANBD-labeled cardiac RTF, Ca2+ fluorescence;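 active means inhibition above the mean inhibition of all tested compounds plus 3 SD, cut at about 17% in these data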;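 further: assay run at fixed EC70 calcium of 1.6 mM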
Keap1-Nrf2 PPI = disrupts human Keap1 binding to Nrf2 peptide. Q14145. Keap1 Kelch-Nrf2 peptide fluorescence polarization, 1536-well. inhibition, % at 9.4 µM. actives 0.15% (n = 340,000); in the data active means inhibition above about 12%;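 further: human Keap1 Kelch domain with fluorescein labeled Nrf2 9mer peptide probe; 0% = neutral control wells and 100% = peptide positive control; higher means more block of Keap1 binding to Nrf2 peptide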
DAGLB inhibitor = blocks human DAGLB lipase activity | Q8NCG7 | HEK293T DAGLB membrane lysate, EnzChek fluorogenic substrate | inhibition, % at 5.17 µM | actives 0.059% (n = 340,000); in the data active means inhibition above about 34%;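 further: 0% = enzyme with vehicle and 100% = wells lacking enzyme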
NSD2 HMT inh = NSD2 (human) methyltransferase inhibition; O96028; NSD2 peptide methylation, AlphaScreen, 120 min; inhibition, % at 12.5 µM; actives 0.54% (n = 310,000); AID 743445; in the data active means inhibition above about 50%
Target sequence (O96028 whole entry, looked up): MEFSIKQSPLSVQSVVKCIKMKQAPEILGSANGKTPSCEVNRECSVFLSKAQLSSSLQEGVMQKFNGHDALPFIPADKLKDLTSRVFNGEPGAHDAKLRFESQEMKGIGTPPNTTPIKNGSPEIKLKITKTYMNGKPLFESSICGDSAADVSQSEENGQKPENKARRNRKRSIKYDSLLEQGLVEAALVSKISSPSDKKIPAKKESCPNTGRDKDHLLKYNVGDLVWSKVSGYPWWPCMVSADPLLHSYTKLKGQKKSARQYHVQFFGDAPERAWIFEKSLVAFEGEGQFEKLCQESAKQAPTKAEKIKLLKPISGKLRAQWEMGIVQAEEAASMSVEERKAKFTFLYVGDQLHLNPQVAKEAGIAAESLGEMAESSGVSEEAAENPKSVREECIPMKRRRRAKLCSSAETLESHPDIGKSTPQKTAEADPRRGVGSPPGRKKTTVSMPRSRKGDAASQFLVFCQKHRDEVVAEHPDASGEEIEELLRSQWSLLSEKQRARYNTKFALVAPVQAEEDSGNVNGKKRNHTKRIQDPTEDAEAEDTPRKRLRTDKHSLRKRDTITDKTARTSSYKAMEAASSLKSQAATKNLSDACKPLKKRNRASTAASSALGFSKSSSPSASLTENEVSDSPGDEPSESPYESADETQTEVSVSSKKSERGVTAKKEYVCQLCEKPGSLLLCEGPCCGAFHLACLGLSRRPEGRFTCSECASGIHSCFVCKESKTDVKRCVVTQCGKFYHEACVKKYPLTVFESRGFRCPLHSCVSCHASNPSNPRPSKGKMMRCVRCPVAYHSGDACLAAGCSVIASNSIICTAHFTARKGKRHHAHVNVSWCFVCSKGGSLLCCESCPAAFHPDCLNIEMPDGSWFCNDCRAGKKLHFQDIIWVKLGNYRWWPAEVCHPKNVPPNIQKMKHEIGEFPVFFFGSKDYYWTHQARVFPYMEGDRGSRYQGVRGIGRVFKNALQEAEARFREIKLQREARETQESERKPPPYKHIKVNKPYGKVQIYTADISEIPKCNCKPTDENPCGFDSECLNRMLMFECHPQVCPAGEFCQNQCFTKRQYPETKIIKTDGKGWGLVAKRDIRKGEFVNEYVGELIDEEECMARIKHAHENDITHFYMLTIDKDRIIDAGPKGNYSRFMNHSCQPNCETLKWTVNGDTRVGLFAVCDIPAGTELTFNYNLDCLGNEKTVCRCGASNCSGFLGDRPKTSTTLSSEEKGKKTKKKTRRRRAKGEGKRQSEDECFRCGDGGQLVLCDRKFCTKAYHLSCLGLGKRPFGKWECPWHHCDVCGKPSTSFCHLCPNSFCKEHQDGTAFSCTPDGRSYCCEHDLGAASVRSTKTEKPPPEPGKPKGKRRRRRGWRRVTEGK
* marks the source's active call; other numbers are inactive results; . = not tested or not shown. These rows are one share of the data (hit frequency here may not be typical).

SMILES | Arrestin-AP2 inh | V-ATPase pH | CAL PDZ FP-1 | C-LANA FP | DSG3 Ab inh | CAL PDZ FP-2 | Cardiac RTF inh | Keap1-Nrf2 PPI | DAGLB inhibitor | NSD2 HMT inh
O=C(NCC1CCOCC1)c1cc(COc2ccc(F)cc2F)on1 | 9 | -3 | 0 | -0.9 | 97 | -2.6 | 7 | -3 | -3 | -1
CSCCC(NS(=O)(=O)c1ccccc1F)C(=O)NCC(C)(C)N1CCOCC1 (stereo not given) | 56* | -2 | . | 5.4 | 101 | -0.6 | -1 | 5 | -1 | -2
O=C(COC(=O)c1cccnc1SCC(=O)NCc1ccccc1)NCc1ccccc1 | 19 | 0 | -3 | -0.1 | 103 | 0.7 | 5 | 2 | 0 | 0
Cc1ccccc1C(=O)Nc1ccccc1-n1cccc1 | 2 | 2 | -5 | -0.2 | 115 | -3.1 | 0 | -1 | 1 | 2
CN(Cc1ccccc1)S(=O)(=O)c1ccc(Cl)c(C(=O)N2CCOCC2)c1 | . | 1 | . | . | 100 | . | . | . | 0 | 0
O=C(NC(=S)Nc1ccccc1N1CCOCC1)c1ccc(-c2cc(Cl)ccc2Cl)o1 | -5 | -4 | -3 | 0.6 | 126 | -3.4 | -2 | -7 | -1 | -1
Cc1ccc(S(=O)(=O)c2nc(-c3cccs3)oc2NCc2cccnc2)cc1 | 29 | 1 | . | 1.6 | . | 0.1 | 6 | -3 | 0 | 0
O=C(c1ccc(Cl)cc1)c1nnc(-c2ccncc2)o1 | 1 | 2 | 0 | -1.9 | 94 | . | 0 | -1 | -2 | -2
COCCn1c(SCC(=O)Nc2ccccc2F)nc2c([nH]c3ccccc32)c1=O | -10 | -2 | -6 | 2.2 | 96 | -1.0 | 6 | -5 | 3 | 1
O=C(Cc1ccccc1)NNC(=O)c1ccc(NC(=O)c2ccccc2)cc1 | 1 | 2 | -3 | 0.9 | 83 | -0.1 | -9 | -3 | -1 | -1

Reformatted: results already given
The line under a structure holds: Arrestin-AP2 inh, V-ATPase pH, CAL PDZ FP-1, C-LANA FP, DSG3 Ab inh, CAL PDZ FP-2, Cardiac RTF inh, Keap1-Nrf2 PPI, DAGLB inhibitor, NSD2 HMT inh
CSCCC(NS(=O)(=O)c1ccccc1F)C(=O)NCC(C)(C)N1CCOCC1 (stereo not given)
→ 56*, -2, ., 5.4, 101, -0.6, -1, 5, -1, -2
O=C(COC(=O)c1cccnc1SCC(=O)NCc1ccccc1)NCc1ccccc1
→ 19, 0, -3, -0.1, 103, 0.7, 5, 2, 0, 0
Cc1ccccc1C(=O)Nc1ccccc1-n1cccc1
→ 2, 2, -5, -0.2, 115, -3.1, 0, -1, 1, 2
CN(Cc1ccccc1)S(=O)(=O)c1ccc(Cl)c(C(=O)N2CCOCC2)c1
→ ., 1, ., ., 100, ., ., ., 0, 0
O=C(NC(=S)Nc1ccccc1N1CCOCC1)c1ccc(-c2cc(Cl)ccc2Cl)o1
→ -5, -4, -3, 0.6, 126, -3.4, -2, -7, -1, -1
Cc1ccc(S(=O)(=O)c2nc(-c3cccs3)oc2NCc2cccnc2)cc1
→ 29, 1, ., 1.6, ., 0.1, 6, -3, 0, 0
O=C(c1ccc(Cl)cc1)c1nnc(-c2ccncc2)o1
→ 1, 2, 0, -1.9, 94, ., 0, -1, -2, -2
COCCn1c(SCC(=O)Nc2ccccc2F)nc2c([nH]c3ccccc32)c1=O
→ -10, -2, -6, 2.2, 96, -1.0, 6, -5, 3, 1

(cont.)
SMILES | Arrestin-AP2 inh | V-ATPase pH | CAL PDZ FP-1 | C-LANA FP | DSG3 Ab inh | CAL PDZ FP-2 | Cardiac RTF inh | Keap1-Nrf2 PPI | DAGLB inhibitor | NSD2 HMT inh
Cc1c(C(=O)O)cccc1N1C(=O)Nc2ccccc2N1O | -17 | -3 | -4 | 0.9 | 102 | 0.4 | 4 | 5 | 2 | -1
CCOCCCN1C(=O)C2C(C(=O)Nc3ccc(OCC)cc3)C3C=CC2(O3)C1C(=O)NC1CCCCC1 (stereo not given) | -5 | 0 | -3 | 1.4 | 104 | -2.7 | 4 | 4 | -4 | .
Cc1cccc(NC(=O)Cn2c(=O)n(CCC(=O)NC3CCCC3)c(=O)c3ccccc32)c1 | 10 | -6 | -1 | 0.1 | . | 1.4 | 6 | 1 | -2 | 15
OCCC1CN(Cc2cccc3nccnc23)CCN1C1CCCC1 (stereo not given) | 4 | 4 | -5 | 0.1 | 108 | -0.6 | 6 | -2 | 1 | -2
CCc1noc(C)c1C(=O)NNC(=O)c1cc(OC)c(OC)c(OC)c1 | -11 | 6 | -6 | -0.1 | 107 | -2.2 | -2 | -6 | 0 | -1
CCn1cc(/C=C(\NC(=O)c2ccccc2Cl)C(=O)N2CCOCC2)c2ccccc21 | 14 | 1 | 1 | -0.7 | 95 | -1.1 | -3 | 2 | 2 | 5
Cc1ccc(C)c(OCCCN2CCc3ccccc3C2)c1 | 6 | 0 | 1 | -1.6 | 99 | -0.1 | -3 | -5 | -8 | -10
Cc1cccc(C)c1OCc1cc(C(=O)NCC2CCCCC2)no1 | -14 | -3 | . | 0.4 | . | -3.8 | -8 | -1 | -2 | 3
CCN(CC)S(=O)(=O)c1ccc2c(c1)c(=O)c(C(=O)N1CCN(c3ccccn3)CC1)cn2C | -13 | 0 | 0 | 0.4 | 95 | -0.9 | -7 | -5 | -1 | -1
O=c1oc2c(CN3CCCCC3)c(O)ccc2cc1-c1nc2ccccc2[nH]1 | 9 | 7 | 0 | 15 | 106 | -0.2 | -49 | 5 | -5 | -3
CCOc1cc(/C=C(\C#N)c2nc3ccccc3[nH]2)ccc1OC(C)C(=O)O (stereo not given) | -2 | -1 | -23 | . | 105 | -5.0 | -11 | -1 | -3 | 3
COc1ccc(C2/C=C\CN(C(=O)c3ccccc3)CC(=O)N2Cc2ccc(F)cc2)cc1 (stereo not given) | 6 | 4 | -4 | -1.4 | 104 | -0.8 | -6 | -3 | 0 | .
CCOC(=O)CCc1c(C)n(CC)c2cc(-c3ccccc3OC)nn2c1=O | 1 | 1 | 6 | -1.3 | 116 | -2.2 | -5 | 8 | 1 | -3
CC12CCC(C1)C(C)(C)C2NS(=O)(=O)c1ccc(F)cc1 (stereo not given) | -18 | -1 | . | 2.9 | 97 | 1.7 | -6 | 5 | -12 | -5
Cc1nnc(NC(=O)CSc2nnc(Cc3ccccc3)n2-c2ccccc2)s1 | -4 | -3 | -3 | 1.1 | 107 | -1.7 | -4 | -9 | 4 | 0
O=C(N/N=C/c1c[nH]c2ccc(Br)cc12)c1ccc2c(c1)OCO2 | 11 | -3 | 3 | -0.8 | 106 | 0.8 | -20 | -1 | 4 | -2
COc1ccc2[nH]c3nc(SCC(=O)NC4CC4)nnc3c2c1 | -1 | -4 | -12 | 1.1 | 101 | -3.3 | -9 | 1 | 3 | -1
Cc1ccc(-c2nc(C)sc2CC(=O)OCC(=O)Nc2ccc(F)c(Cl)c2)cc1 | -16 | -1 | 54* | 0.5 | 97 | -2.3 | 2 | 3 | -2 | 0
COc1cccc(CNC(=O)Cc2csc(NC(=O)Nc3ccccc3OC)n2)c1 | 44 | -2 | 0 | 0.3 | 104 | -3.5 | 5 | 1 | 3 | -1
COC(=O)c1c(C)[nH]c(C(C)=O)c1C | 3 | -3 | -2 | -0.8 | 118 | 0.6 | -6 | 1 | -4 | 1
CCOC(=O)/C(C#N)=C/c1cn(CCOc2ccccc2)c2ccccc12 | 6 | -2 | . | 0.2 | 111 | -1.8 | -4 | -6 | -14 | -6
O=C(COC(=O)Cc1ccc(-c2ccccc2)cc1)NCc1ccc(F)cc1 | 8 | -1 | -2 | 1.1 | 19* | 0.4 | -8 | 1 | -7 | -2
CCS(=O)(=O)c1ccc(O)c(NC(=O)c2cc(OC)c(OC)c(OC)c2)c1 | -3 | 2 | -1 | -0.8 | 97 | 0.1 | -6 | -9 | -4 | 3
COC(=O)Nc1ccc2c(c1)N(C(=O)CCCl)c1ccccc1S2 | -6 | -1 | 4 | 0.5 | 151 | -0.7 | -10 | -3 | 0 | -1
Oc1ccccc1/C=N/Nc1cc(N2CCCC2)nc(N2CCCC2)n1 | -9 | 0 | 0 | -1.3 | 132 | -2.1 | -7 | -8 | -2 | 54*
Cn1c(SCC(=O)Nc2ccc(F)cc2F)nnc1-c1cccnc1 | -4 | -2 | . | -0.9 | 104 | -1.8 | -7 | -3 | -2 | .
CCN(CC)CCN(Cc1cc2ccc(C)cc2[nH]c1=O)C(=S)Nc1ccccc1C(=O)OC | 49 | 3 | -3 | -1.9 | 103 | -0.8 | 1 | -1 | 0 | 18
O=C(NC1CCN(C(=O)Nc2ccccc2)CC1)C1CCCCC1 | 13 | 7 | -1 | -0.9 | . | -0.1 | -21 | -2 | 1 | .
CCOc1ccccc1CNS(=O)(=O)c1ccc2c(c1)oc(=O)n2C | 15 | 1 | -2 | -1.2 | 104 | -0.2 | -7 | 2 | 0 | .
CCC(=O)N(Cc1cc2ccccc2[nH]c1=O)C(C)C | 24 | -1 | 0 | -2.0 | 100 | -4.6 | -2 | -1 | 1 | 9
COc1cc(OC)cc(-c2c(-c3ccc(F)cc3)c3cc(-c4ccc(SC)cc4)ccc3n2C)c1 | -9 | 4 | -4 | 1.7 | 101 | 0.2 | -16 | 0 | 1 | .
O=C(NCC(c1ccccc1Cl)N1CCCC1)c1ccc(N2CCCC2=O)cc1 (stereo not given) | -2 | -4 | -3 | 0.2 | 117 | -0.1 | -6 | -8 | 1 | 3
CC(C)CC(=O)NC(=S)N1CCN(c2ccc([N+](=O)[O-])cc2Cl)CC1 | 16 | -3 | 3 | -1.5 | 84 | -2.1 | 8 | 2 | -4 | 3
COc1cc(OC)cc(C(=O)NCc2cccnc2)c1 | -3 | 1 | -1 | 0.4 | . | -0.7 | -12 | 1 | 0 | 0
O=C(COC(=O)c1cccc(Cl)c1Cl)NC1CCCCCC1 | . | 1 | . | . | 99 | . | . | . | -1 | -1
Cc1ccc(-c2ccc(/C=N/NC(=O)CN3CCOCC3)o2)cc1[N+](=O)[O-] | 17 | -4 | . | 0.7 | 101 | 0.4 | 3 | 2 | 0 | 60*
CCCn1nnc(NC(=O)c2ccccc2Br)n1 | 8 | 0 | -6 | -2.9 | . | -0.9 | -8 | -3 | -1 | -1
Cc1ccccc1OCC1CNC(=O)O1 (stereo not given) | 6 | 1 | -1 | -0.4 | 85 | -2.2 | 9 | 5 | -2 | -3
CCC(NC(=O)CCc1c(C)c2cc3c4c(oc3cc2oc1=O)CCCC4)C(=O)O (stereo not given) | 2 | 2 | -12 | -0.6 | 97 | -4.1 | -6 | -1 | 0 | .

Bioassay records (PubChem)
